Screens as filed in PubChem BioAssay.
CHO-K1 Ca ag = nonselective activator or artifact in parental CHO-K1 cells; Fluo-8 calcium fluorescence; scaled to maximal ATP response, vehicle zero; activation, % at 3 µM; hit rate 0.48% among 360,000; in the data active means activation above about 15%;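 further: untransfected CHO-K1 host cells lacking M1 receptor as counterscreen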
M1 PAM parental = M1 PAM counterscreen hit in parental CHO-K1 cells | hit rate 0.02% among 360,000 | ATP EC20, Fluo-8 calcium fluorescence; 0% at ATP EC20, 100% at ATP max | activation, % at 3 µM;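 active means activation above the run cutoff, the mean activation of all test compounds plus 3 SD, cut at about 40% in these data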;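 further: peak over basal fluorescence ratio in a 140 s read after ATP addition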
M1 ag = agonists of human M1 muscarinic receptor; P11229; CHO-K1 hM1, Fluo-8 calcium fluorescence, agonist mode; 0% DMSO, 100% acetylcholine EC100; activation, % at 3 µM; hit rate 0.33% among 360,000;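 active means activation above the run's mean compound activation plus 3 SD, cut at about 16% in these data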;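 further: peak over basal fluorescence ratio within a 140 s kinetic read after compound addition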
Target sequence (P11229 whole entry, looked up): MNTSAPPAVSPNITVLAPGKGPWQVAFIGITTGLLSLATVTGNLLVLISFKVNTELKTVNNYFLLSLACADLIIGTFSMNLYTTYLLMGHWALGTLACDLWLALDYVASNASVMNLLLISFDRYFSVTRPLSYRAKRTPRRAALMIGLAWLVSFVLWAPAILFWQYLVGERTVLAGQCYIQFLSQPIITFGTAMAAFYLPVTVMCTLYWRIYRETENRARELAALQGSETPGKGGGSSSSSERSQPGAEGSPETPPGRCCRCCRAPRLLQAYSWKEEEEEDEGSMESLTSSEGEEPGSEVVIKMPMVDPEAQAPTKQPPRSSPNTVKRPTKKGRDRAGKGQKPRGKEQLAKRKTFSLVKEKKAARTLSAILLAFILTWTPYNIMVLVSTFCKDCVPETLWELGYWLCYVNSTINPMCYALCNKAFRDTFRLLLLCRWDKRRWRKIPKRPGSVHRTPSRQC
CHO parental Ca = signal in parental CHO cells, OX1R antagonist counter-screen; parental CHO-K1, ATP-induced calcium, Fluo-8 fluorescence; inhibition, % at 5.6 µM; hit rate 0.63% among 330,000;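 active means inhibition above that plate's mean sample inhibition plus 3 SD, cut at about 26% in these data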;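 further: 0% = ATP-challenged DMSO wells and 100% = DMSO wells without ATP; some compounds past the cut are filed as inactive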
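Assay system: untransfected parental CHO cell line. Also added: ATP agonist challenge. Dosing: one dose, 5.6 µM nominal. Measured by: Fluo-8 fluorescence. Read-out: % inhibition. Benchmarks: ATP wells versus no-ATP DMSO wells. Repeats: no replicates.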
OXTR potentiator = human OXTR potentiation. P30559. CHO-OTR cells, Fluo-8 calcium fluorescence, potentiator mode; 0% = oxytocin EC15, 100% = EC100. activation, % at 3 µM. hit rate 0.061% among 320,000. AID 2445;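 active means activation above that plate's cutoff, the mean activation of tested compounds plus 3 SD, cut at about 6.6% in these data, passing the limit was not always enough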;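 further: 100% uses oxytocin at 75 nM as the full agonist control; some results filed as inactive read as strong as hits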
Target sequence (P30559 whole entry, looked up): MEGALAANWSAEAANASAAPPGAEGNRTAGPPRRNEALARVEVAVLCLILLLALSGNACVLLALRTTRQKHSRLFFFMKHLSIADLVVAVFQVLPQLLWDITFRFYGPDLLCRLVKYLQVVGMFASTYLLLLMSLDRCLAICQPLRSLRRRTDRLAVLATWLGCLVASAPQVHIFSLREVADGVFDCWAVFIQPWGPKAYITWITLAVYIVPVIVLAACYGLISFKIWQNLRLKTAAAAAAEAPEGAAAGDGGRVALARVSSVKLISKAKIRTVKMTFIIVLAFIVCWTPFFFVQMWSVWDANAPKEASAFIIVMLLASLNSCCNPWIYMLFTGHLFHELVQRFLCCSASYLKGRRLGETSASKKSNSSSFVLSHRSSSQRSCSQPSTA
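Assay system: CHO cell line stably expressing human OTR | Also added: Oxytocin at about EC15, sub-maximal agonist stimulus | Times: Compound 6 min at room temperature before oxytocin, 100 s read | Measured by: Fluo-8 intracellular calcium fluorescence, ex 470-495, em 515-575 nm | Controls: EC15 oxytocin alone as 0%, 75 nM oxytocin as 100%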
TAAR1 ag = human TAAR1 agonism. Q96RJ0. CHO RD-HGA16 TAAR1, Fluo-8 calcium fluorescence; vehicle wells 0%, saturating PEA agonist 100%. activation, % at 3 µM. hit rate 0.99% among 360,000. AID 624467;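 active means activation above the mean activation of all test compounds in the run plus 3 SD, cut at about 38% in these data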
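test system = CHO RD-HGA16 cells carrying human TAAR1 plus Gα16 | schedule = 17-24 h seeding, 75 min 37 °C dye, 30 min RT | compound dosing = 3 µM single concentration | control set = DMSO and PEA EC100 | replicates = n 1 | signal = Fluo-8 fluorescence, 5 s baseline then 140 s kinetic read | measure = percent activation vs PEA EC100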
TAAR1 antag = human TAAR1 antagonism. Q96RJ0. CHO RD-HGA16 TAAR1, Fluo-8 calcium fluorescence, antagonist. inhibition, % at 3 µM. hit rate 1.5% among 360,000. AID 624466;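 active means inhibition above a per-plate cutoff, the mean inhibition of test compounds on that plate plus 3 SD, cut at about 49% in these data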;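 further: 0% = DMSO plus EC80 beta-PEA response and 100% = DMSO alone without agonist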
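Test system – hTAAR1-expressing CHO RD-HGA16 cells, Gα16-coupled · Reagent – β-PEA at EC80 concentration, post-compound challenge · Compound dosing – 3 µM, single point · Timing – 140 s kinetic read after compound, 140 s after agonist · Detection – Fluo-8 intracellular calcium dye fluorescence, real-time kinetic reads · Control set – DMSO and EC80 PEA controls · Repeats – n of 1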
CHO-K1 Ca antag = nonselective inhibitor or artifact in parental CHO-K1 cells; ATP-induced calcium, Fluo-8 fluorescence; inhibition, % at 3 µM; hit rate 0.6% among 360,000;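 active means inhibition above a per-plate cutoff, the plate's mean sample inhibition plus 3 SD, cut at about 24% in these data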;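 further: 0% = DMSO plus EC80 ATP and 100% = DMSO alone without ATP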
M1 antag = antagonists of human M1 muscarinic receptor; inhibition, % at 3 µM; hit rate 1.3% among 360,000; CHO-K1 hM1, Fluo-8 calcium fluorescence, ACh EC80 antagonist; AID 588852; P11229;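 active means percent inhibition above its own plate's cutoff, namely the mean of that plate's compound wells plus 3 SD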;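 further: peak over basal fluorescence ratio during 140 s after agonist addition; 0% = ACh EC80 plus DMSO and 100% = DMSO alone without agonist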
Active calls of the source: *; x = not tested or not shown. Compounds as they come; about 4.2% have a hit in one of these screens.

SMILES	CHO-K1 Ca ag	M1 PAM parental	M1 ag	CHO parental Ca	OXTR potentiator	TAAR1 ag	TAAR1 antag	CHO-K1 Ca antag	M1 antag
CC(=O)c1c(C)[nH]c(C(=O)COC(=O)c2ccc(C)s2)c1C	8.5	14	4	3	-7	9	14	-19	8
O=c1[nH]c(C2CCN(S(=O)(=O)c3ccc4c(c3)OCCO4)CC2)nc2c1nnn2Cc1c(F)cccc1Cl	1.1	23	-6	-4	1	0	2	-16	-9
COc1cccc(-c2sc3ccc(OC)cc3c2-c2ccc(C(N)=O)cc2)c1	-0.2	0	-4	-14	-1	1	3	-3	-7
COc1ccc(C(CC(=O)O)NC(=O)c2ccco2)cc1OC (stereo not given)	-0.3	5	-1	3	-5	8	-2	0	-18
CN(C)c1ccc(NC(=O)Oc2ccccc2)cc1	0.0	-3	-1	-5	-10	2	0	14	-22
Cc1ccc(C2=CC(=O)C[C@H](c3ccc(F)cc3)C2)cc1	-0.7	-6	-3	-27	-8	13	27	-4	3
Cc1cc(C)cc(OCC(=O)N/N=C/c2ccccn2)c1	1.0	-2	-1	-3	-5	-1	3	-3	-7
CCC(=O)N1CCc2cc(S(=O)(=O)NC(C(=O)Nc3cccc(C)n3)C(C)C)ccc21 (stereo not given)	0.3	11	-2	-8	-1	6	1	-11	-5
COCCN(Cc1ccccc1)C(=O)c1ccc(C(=O)c2ccccc2)cc1	1.0	-9	-1	-14	-6	17	-28	4	3
O=C(COC(=O)CN1C(=O)C2CC=CCC2C1=O)Nc1cc(C(F)(F)F)ccc1N1CCOCC1 (stereo not given)	4.8	12	-2	-9	-14	12	34	10	4
COc1ccccc1N(C(C)=O)C1=C(Cl)C(=O)c2ccccc2C1=O	2.8	-3	-6	x	x	15	57*	15	33
CC1C(=O)N(Cc2cn(CC3CCCCC3)nn2)CCS(=O)(=O)N1Cc1ccc(-c2cccc(CO)c2)cc1 (stereo not given)	6.8	17	-3	x	x	14	39	-9	0
CCCCCCCCc1nnc(N)s1	-0.4	7	-3	-11	-5	3	-20	-6	-9
CCN(CC)C1CCN(C(=O)c2ccc(OC3CCN(C(=O)CCOC)CC3)cc2)C1 (stereo not given)	0.2	23	-9	x	x	1	-10	-12	-14
CS(=O)(=O)N1CCN(c2ccccc2NC(=O)Cc2ccc(Cl)cc2)CC1	1.2	13	-2	-7	3	15	7	0	-6

Complete entries from above.
CCN(CC)C1CCN(C(=O)c2ccc(OC3CCN(C(=O)CCOC)CC3)cc2)C1 (stereo not given) is listed as CHO-K1 Ca ag = 0.2; M1 PAM parental = 23; M1 ag = -9; CHO parental Ca = x; OXTR potentiator = x; TAAR1 ag = 1; TAAR1 antag = -10; CHO-K1 Ca antag = -12; M1 antag = -14
CCCCCCCCc1nnc(N)s1 is listed as CHO-K1 Ca ag = -0.4; M1 PAM parental = 7; M1 ag = -3; CHO parental Ca = -11; OXTR potentiator = -5; TAAR1 ag = 3; TAAR1 antag = -20; CHO-K1 Ca antag = -6; M1 antag = -9

The list goes on.
SMILES	CHO-K1 Ca ag	M1 PAM parental	M1 ag	CHO parental Ca	OXTR potentiator	TAAR1 ag	TAAR1 antag	CHO-K1 Ca antag	M1 antag
O=C(CN1C(=O)c2ccc([N+](=O)[O-])cc2C1=O)NCCC1=CCCCC1	0.8	8	-4	-9	-4	5	-22	-19	-11
CCOc1ccc(CONS(=O)(=O)c2ccc(NC(C)=O)cc2)cc1Cl	10	13	2	2	-19	28	15	-1	2
Nc1nc(CN2CCN(c3ccccn3)CC2)nc(Nc2ccc(F)cc2)n1	1.2	-4	-3	-3	-5	18	-13	10	4
CC(=O)C1=NN(c2ccccc2)C(c2ccc3c(c2)OCO3)N1c1ccccc1 (stereo not given)	1.0	23	-11	-13	-15	-1	31	-6	-3
CCOC(=O)c1ccc(NC(=O)c2cccc3c2C(=O)N(CC2CCCO2)C3)cc1 (stereo not given)	-0.2	13	-2	-13	-9	-1	25	-8	-12
O=C(NCC(c1ccco1)N1CCc2ccccc2C1)C(=O)Nc1cc(F)ccc1F (stereo not given)	12	-6	-1	-13	-8	28	0	17	3
CC(C)(C)S(=O)(=O)c1ccccc1C(=O)O	0.8	15	-2	-11	-5	15	-5	-11	-19
COc1ccc(C(=O)CCNc2ccc3c(c2)OCCO3)cc1	2.9	16	-2	2	-2	1	14	-13	-3
O=C1NC[C@H](Cc2ccc(O)cc2)N(C[C@@H]2CCCN2C[C@H](Cc2ccccc2)N2C[C@H](Cc3ccccc3)N(CC3CCCCC3)C(=O)C2=O)C1=O	1.1	26	x	x	x	1	-20	-14	x
CCn1c(=O)cc(SCC(=O)NCc2ccc(C)cc2)c2ccccc21	2.5	15	-1	-25	-7	11	2	-4	-3
CC12CCC(=O)N1C(C(=O)NCCN1C(=O)S/C(=C\c3ccc(OC(F)F)cc3)C1=O)CS2 (stereo not given)	1.3	-21	-3	-29	-13	7	16	8	-1
Cc1cc(Cl)c2ccc3ccccc3c2n1	1.0	2	-4	-15	0	-1	-13	-16	-9
CC(NC(=O)c1ccc(CS(C)(=O)=O)cc1)c1cccc2ccccc12 (stereo not given)	1.4	0	-2	-21	-2	5	2	-20	-14
CCN(CC(=O)NCc1cccs1)C(=O)/C=C/c1ccc(F)cc1	0.2	10	-4	x	x	1	-12	-13	-10
C(=N\Nc1nc2ccccc2[nH]1)/c1cccs1	-0.3	0	-4	-17	1	16	10	-2	-19
O=c1oc2ccccc2c(Nc2ccccc2)c1CN1CCCCC1	0.6	7	-6	-24	0	0	-15	-5	10
COc1cc(C2C(C(=O)c3ccc(C)o3)=C(O)C(=O)N2c2cc(C)on2)ccc1O (stereo not given)	0.0	3	-3	-2	-8	1	9	9	-10
Cc1cc(C)nc(/N=C(/NC(=O)Nc2cccc(Cl)c2)Nc2ccccc2)n1	0.1	12	-3	-11	-3	7	8	-4	0
COc1ccc(CC(=O)N[C@@H](C)C(=O)N2CCC3(CC2)NCCc2[nH]cnc23)cc1	1.1	19	-5	7	-4	1	-12	-13	-7
O=C(OCC(=O)N1CCOCC1)c1cccc(S(=O)(=O)Nc2ccc(F)cc2)c1	0.8	-11	-1	-12	-5	10	-6	9	6
CCn1cc(/C=C(\NC(=O)c2ccccc2F)C(=O)NCCCN2CCOCC2)c2ccccc21	1.0	-1	-3	-29	9	3	-10	-9	-9
O=C(Nc1ccccc1F)c1ccc(Br)o1	-0.6	-2	-6	2	-9	0	-1	-12	-2
Cc1cc(N2CCCC2)ccc1NC(=O)COc1ccccc1	1.6	-8	-7	x	x	1	13	6	8
C/C(CC(=O)NCCCN1CCOCC1)=N\NC(=O)COc1ccc(Cl)cc1	0.7	22	-3	-4	-16	4	6	-10	-19
NC(=O)CCC(NC(=O)c1ccc(Cl)cc1)C(=O)O (stereo not given)	0.1	10	-2	-18	3	7	12	-17	6
COc1ccc(S(=O)(=O)N2CC(O)CC2C(=O)Nc2cccnc2)cc1 (stereo not given)	-0.1	4	-1	8	-12	2	-11	-1	-7
CC(C)(C)c1cc(=O)n2c(nc3ccccc32)[nH]1	1.3	14	-3	-10	-14	5	7	-12	-4
CCCOC(=O)CSc1nc(N)c(C#N)c(CC)c1C#N	3.6	21	-2	-25	-2	13	11	-18	4
COc1cc(O)c(C(CC(=O)N2CCCCC2)c2ccc3c(c2)OCO3)c(OC)c1 (stereo not given)	-0.1	7	-3	-20	-9	7	8	-7	7
CC(=O)Nc1nn(CC(C)C)c2nc3ccc(C)cc3cc12	0.3	6	-6	x	x	-2	-17	-15	-7
COc1ccc(CN2CCC3CC2c2cc(-c4cccc(C)c4)ccc23)cc1 (stereo not given)	1.0	9	0	x	x	11	7	-7	-2
O=C(NCc1ccncc1)c1cccc(S(=O)(=O)NCc2ccccc2)c1	4.2	2	-2	-12	-2	3	-17	-4	-1
CCCCCn1nc(C)c(/C=N/NC(=O)c2ccoc2C)c1C	0.9	8	-4	-11	-5	4	1	-9	-6
CC(C)C(=O)Nc1cccc(NC(=S)NC(=O)c2ccccc2Cl)c1	4.0	7	-1	-12	-6	11	35	11	-1
CN1CCN(C(=O)c2ccc(Cc3cn(C)c4ccccc34)nc2)CC1	-0.4	0	-4	x	x	4	-8	-1	-5
Cc1ccc(F)cc1C(=O)N1CCCC(c2cc(C(=O)Nc3ccccc3Cl)no2)C1 (stereo not given)	4.9	9	-5	x	x	2	2	-3	-5
COc1ccc(-c2cn3c(C)c(C(=O)NCc4ccc5c(c4)OCO5)sc3n2)cc1	0.7	13	0	3	-1	-2	14	-3	-8
Cn1cccc1-c1cc(C(=O)N/N=C/c2cc(Br)ccc2O)[nH]n1	5.9	0	-1	-5	-13	4	26	-11	-3
COc1cc(/C=N/NC(N)=O)ccc1OCC(=O)Nc1cc(C)c(C)cc1Br	0.7	12	-1	13	-6	5	19	-12	-10
CCCCC1(C(=O)OCC)CC(CN2CCOCC2)OC1=O (stereo not given)	0.1	8	-2	-1	-3	8	-8	-5	-24
CCCc1nc2ccc(NC(=O)c3ccco3)cc2c(=O)n1Cc1ccc(Cl)cc1	0.9	10	-4	2	-7	0	-15	-1	-2
COc1ccc(NC(=O)CCCNC(=O)c2ccc(Cl)cc2)cc1OC	0.4	-12	-2	1	-2	5	-11	2	-13
C#CCNC(=O)C1=C[C@@H](c2ccc(C#C)cc2)C[C@@H](OCCCCO)O1	-0.4	-8	-3	-14	1	6	6	12	2
CCCOc1ccc2ccccc2c1/C=N/n1c(C)nnc1-n1nc(C)cc1C	0.7	11	-3	-11	0	0	-21	-4	-6
Cc1ccc(S(=O)(=O)N(C)C)cc1NC(=O)CCNC(=O)c1ccco1	0.4	-9	-5	-11	-2	0	13	-4	7
CCn1c(SCC(=O)Nc2ccc(OC)c(OC)c2)nnc1-c1ccco1	0.8	-2	-1	-10	1	-1	4	-14	-3
Cc1ccnc(Nc2nc(-c3c(C)nc4sccn34)cs2)c1	1.9	9	-6	-24	-16	11	-8	-1	2
CCOc1ccc(NC(=O)C2=NN(c3ccccc3)C(=O)CC2)cc1S(=O)(=O)N1CCCCC1	0.2	-6	-5	-17	0	5	8	-1	3
CCOc1ccccc1C(=O)NCC(=O)N1CCN(Cc2ccc3c(c2)OCO3)CC1	2.5	1	-6	-12	-6	x	x	-24	-16
CC(=O)c1ccc(NC(=S)NC2CCCC(C)C2C)cc1 (stereo not given)	11	2	-1	-5	-30	5	6	-5	6
Cc1ccn2cc(-c3ccc(O)c(O)c3)nc2c1	1.4	-17	-4	-3	-4	1	-26	-6	-12
